CCT chaperon mod: High-Throughput Screening for Modulators of Cytosolic Chaperonin Activity | purified chaperonin ATPase assay, HTRF ADP detection, 30 min | activity change, % (test concentration not listed), hits read low | 0.3% of 360,000 active | AID 651819, 2012; in the data active = activity change below about -30%; also: % is scaled to controls: 0 for no effect and ±100 for the full control effect
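ATPase activity: ADP formed was measured by HTRF Transcreener (665/615 nm ratio) after 30 min at 37 deg C with 10 uM ATP. Compounds screened at one 76 uM concentration against 40 or 20 nM TRiC in Tris pH 7.4/KCl/MgCl2/DTT buffer.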
EPAC2 agonist: qHTS for Agonist of cAMP-regulated guanine nucleotide exchange factor 4 (EPAC2): primary screen; EPAC2 activation, biochemical qHTS; response scale: 100% = 6.5 mM cAMP response; Rap guanine nucleotide exchange factor 4 (Homo sapiens), Q8WZA2; Potency, µM (top dose mostly 154 µM), for the others: at the highest dose activation, usual class: activators; 0.079% of 360,000 active; AID 720711, 2013; also: potency is read from the fitted curve at half-maximal effect; nearly all actives have a fitted effect of over 50% in size
Target sequence (Q8WZA2 whole entry, looked up): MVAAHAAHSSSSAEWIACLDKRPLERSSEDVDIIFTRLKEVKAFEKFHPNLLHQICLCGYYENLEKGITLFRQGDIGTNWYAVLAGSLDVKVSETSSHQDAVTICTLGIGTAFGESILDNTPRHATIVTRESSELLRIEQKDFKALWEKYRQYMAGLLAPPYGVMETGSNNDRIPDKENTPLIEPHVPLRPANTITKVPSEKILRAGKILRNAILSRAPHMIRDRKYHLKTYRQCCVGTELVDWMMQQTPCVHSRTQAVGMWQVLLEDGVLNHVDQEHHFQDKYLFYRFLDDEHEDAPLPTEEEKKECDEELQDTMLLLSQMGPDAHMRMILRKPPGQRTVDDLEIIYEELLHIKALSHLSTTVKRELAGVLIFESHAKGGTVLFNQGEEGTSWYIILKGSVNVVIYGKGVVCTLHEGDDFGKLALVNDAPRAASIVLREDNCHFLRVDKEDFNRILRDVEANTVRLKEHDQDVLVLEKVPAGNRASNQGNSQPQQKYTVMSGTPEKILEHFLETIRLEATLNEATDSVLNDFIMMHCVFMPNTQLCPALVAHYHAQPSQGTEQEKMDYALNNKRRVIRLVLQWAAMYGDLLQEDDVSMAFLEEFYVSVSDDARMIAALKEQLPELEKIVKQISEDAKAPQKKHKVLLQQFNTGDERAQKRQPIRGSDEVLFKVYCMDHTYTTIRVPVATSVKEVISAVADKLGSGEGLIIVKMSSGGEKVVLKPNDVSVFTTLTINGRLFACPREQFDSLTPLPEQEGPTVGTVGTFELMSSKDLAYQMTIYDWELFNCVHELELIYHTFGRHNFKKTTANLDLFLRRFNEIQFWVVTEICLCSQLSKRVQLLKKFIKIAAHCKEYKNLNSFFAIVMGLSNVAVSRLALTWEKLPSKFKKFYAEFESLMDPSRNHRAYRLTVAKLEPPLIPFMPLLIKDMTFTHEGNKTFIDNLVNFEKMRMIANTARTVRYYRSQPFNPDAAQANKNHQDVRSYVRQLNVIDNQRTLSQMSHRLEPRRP
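Setup: EPAC2 100 nM, labeled Rap1B complex 250 nM, free GDP 50 uM. Compound titrations pinned in, brief spin, 5 min room temperature incubation. Kinetic fluorescence read over 30 min, normalized to 6.5 mM cAMP.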
A549 viability: Nrf2 qHTS screen for inhibitors: counterscreen for cytotoxicity; 0.16% of 390,000 active; A549 ARE-Fluc cells, CellTiter-Fluor viability, 18-24 h; Potency, µM (highest dose often 46 µM), for the others: top-dose activity change, negative = cytotoxicity, usual class: inhibitors; also: potency is read from the fitted curve at half-maximal effect; % is scaled to controls: 0 for no effect and ±100 for the full control effect
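Cytotoxicity counterscreen: CellTiter-Fluor fluorescence was measured in A549 ARE_Fluc cells after 18-24 h of compound exposure in a concentration series. The subsequent BugLite luminescent read reports ARE-luciferase activity.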
pAkt inh: HTS Assay for Inhibitors of Akt Phophorylation: Primary Screen; AID 651550, 2012; activity change, % for hits at 50 µM; 0.32% of 360,000 active; Neuro2A IGF-stimulated pAkt S473 HTRF, 20 min; hits give low values; in the data active = activity change below about -80%; inconclusive = mostly about -51% to -80%; also: % is scaled to controls: 0 for no effect and ±100 for the full control effect
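Single-point screen (50 µM final compound) in Neuro2A cells stimulated 20 min with 6 nM IGF at 37 deg C. After lysis, Ser473-phosphorylated Akt read by HTRF (ex 330 nm, em 615/665 nm) as the 665/615 ratio.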
EPAC2 antagonist: qHTS for Antagonist of cAMP-regulated guanine nucleotide exchange factor 2 (EPAC2): primary screen; Rap guanine nucleotide exchange factor 4 (Homo sapiens), Q8WZA2; EPAC2 GEF exchange of Rap1B-BODIPY-GDP, fluorescence; Potency, µM (titrated, usually from 114 µM), inactives show at the highest dose activity, negative = inhibition, actives largely listed as inhibitors; 0.18% of 360,000 active; also: potency is read from the fitted curve at half-maximal effect; % is scaled to controls: 0 for no effect and ±100 for the full control effect; nearly all actives have a fitted effect of over 45% in size; many of its hits are not listed in these tables
Mm-Cpn inhibitor: Inhibitors of TCP-1 ring complex (TRiC) of Methanococcus maripaludis (MmCpn): qHTS. Chaperonin Mm-Cpn (Methanococcus maripaludis). purified Mm-Cpn ATPase, ADP Transcreener TR-FRET. Potency, µM (highest dose often 76.9 µM), without a hit: at the top dose activity, negative = inhibition, most hits filed as inhibitors. 0.031% of 330,000 active. AID 504842, 2011; also: potency is read from the fitted curve at half-maximal effect; % is scaled to controls: 0 for no effect and ±100 for the full control effect; nearly all actives have a fitted effect of over 80% in size
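Purified archaeal Mm-CPN (25nM final) preincubated 10 min at 37degC with compound, then 10uM ATP for 30 min at 37degC; ADP measured by HTRF Transcreener TR-FRET; buffer 30 mM TRIS pH 7.4, 100mM KCl, 5mM MgCl2, 1mM DTT.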
Nrf2 ARE act: qHTS of Nrf2 Activators. AREc32 ARE-luciferase reporter (MCF7-derived line), luminescence, 24 h. Potency, µM (highest dose often 46.1 µM), for inactives: at the highest dose activation, actives largely listed as activators. 0.31% of 410,000 active. AID 624171, 2012; also: potency is read from the fitted curve at half-maximal effect; % of control where 0% means no effect; nearly all actives have a fitted effect of over 65% in size
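AREc32_Fluc, 1000 cells/well, OPTI-MEM + 5% FBS, o/n 37 deg C 5% CO2; 23 nL cpd by pin tool, 24 hr; Steady-Glo 30 min RT, luminescence.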
Nrf2 block: Nrf2 qHTS screen for inhibitors; A549 ARE-Fluc reporter, luciferase luminescence, 18-24 h; Potency, µM (top dose mostly 46 µM), for the others: at the top dose activity change, negative = inhibition, actives largely listed as inhibitors; 2.1% of 360,000 active; AID 504444, 2011; also: potency is read from the fitted curve at half-maximal effect; % is scaled to controls: 0 for no effect and ±100 for the full control effect; nearly all actives have a fitted effect of over 60% in size
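In this cell-based qHTS, ARE-driven firefly luciferase in A549 cells reports Nrf2 activity; the luminescent signal after BugLite lysis is the measured value, with a prior CellTiter-Fluor read for cell health.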
TGFb SMAD3 inh: qHTS for Inhibitors of TGF-b; Potency, µM (top dose mostly 46.1 µM), inactives show at the top dose activity, negative = inhibition, hits mostly inhibitors; HepG2 CAGA-GFP TGF-b/SMAD3 reporter, GFP fluorescence, 18 h; TGF-beta stimulated, 500 pg/mL final; 1.2% of 410,000 active; also: potency is read from the fitted curve at half-maximal effect; % is scaled to controls: 0 for no effect and ±100 for the full control effect; nearly all actives have a fitted effect of over 65% in size
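Per well, imaged GFP fluorescence of HEPG2 CAGA-GFP cells gives the signal; cells get compound, then TGF-beta (500 pg/mL final), 18 h at 37 degrees C; %Activity versus -TGF-beta and +DMSO controls.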
An asterisk follows results filed as active; i = inactive; u = inconclusive; x = not tested or not shown; & = joins results of further samples; [ ] = dose if it differs, or a comment. Unless noted, calls follow the shape of the dose curve; as a rule, active = well fitted curve in the direction sought with a large enough effect; inconclusive = small, poorly fitted or top-dose-only effect, or another doubt; inactive = no such curve, though single readings can be large; an effect the other way counts as inactive or inconclusive. These rows are one share of the data (hit frequency here may not be typical).

nr	smiles	CCT chaperon mod	EPAC2 agonist	A549 viability	pAkt inh	EPAC2 antagonist	Mm-Cpn inhibitor	Nrf2 ARE act	Nrf2 block	TGFb SMAD3 inh
1	CCc1nn(CCCN2CCN(c3cccc(Cl)c3)CC2)c(=O)n1CCOc1ccccc1	-10&-1.6	5%&12%	-12%&0%	i	3%&-18%	2%&-1%	4.0%&4.2%	16µM*	u
2	CN1CCCN(S(=O)(=O)c2ccc3ccccc3c2)CC1	-6.3	4%	5%	i	8%	0%	-0.7%	-1%	-15%
3	CC(=O)N1CCOc2ccc(S(=O)(=O)N3CC(C)CC(C)C3)cc21 (stereo not given)	2.0	2%	-14%	i	-1%	2%	-0.3%	-27%	-6%
4	COc1ccc(NC(=O)c2cccs2)cc1	0.4	7%	2%	i	1%	0%	3.5%	u	4%
5	O=C(CN1CCOCC1)NN=C(c1ccccc1)c1ccccc1	-0.3	10%	-4%	i	1%	0%	-0.3%	-7%	-2%
6	CN(C)S(=O)(=O)c1cccc(CNCC2COc3ccccc3O2)c1 (stereo not given)	1.3	3%	1%	i	17%	-2%	0.0%	-11%	5%
7	Clc1ccc(N2CCN(c3ncnc4c3nc3n4CCCC3)CC2)cc1	x	x	-4%	x	x	x	-0.4%	4.6µM*	-3%
8	COc1ccc(CN(C(=O)c2cccs2)c2nccs2)cc1OC	0.6	9%	-10%	i	u	-5%	0.8%	u	-21%
9	CCCn1c(-c2cccc(Br)c2)nc2ccccc21	x	x	0%	x	x	x	6.3%	0%	-13%
10	COc1ccc2c(CC(=O)Nc3ncc(C)s3)coc2c1	-3.3	6%	u	i	-16%	-7%	5.0%	u	-29%
11	Cc1ccc2c(c1)CCO[C@]21O[C@H](CCO)C[C@H](O)[C@H]1O	1.6	6%	x	i	5%	x	-0.3%	x	14%
12	Cc1ccsc1/C=N/NC(=O)CNC(=O)c1ccccc1	0.6	8%	25%	x	-11%	0%	1.0%	u	-5%
13	CN(C)CCNc1ncnc2c1ncn2[C@H]1CN(CCc2ccccc2)C[C@@H](CO)O1	1.7	-5%	x	i	3%	x	0.4%[9.22 µM]	x	5%
14	NC(=O)c1ccc(-n2nc(C(F)(F)F)c3c2CCCC3)cc1	1.0	-11%	10%	i	-15%	0%	-0.4%	-9%	-28%
15	NCCS(=O)(=O)NC1CCCCC1	0.5	19%	1%	i	4%	5%	2.9%	u	4%
16	COc1cc(C(=O)NCC(=O)NCC2COc3ccccc3O2)cc(OC)c1OC (stereo not given)	-1.7	-3%	-4%	i	-4%	0%	-0.2%	-2%	0%
17	Cc1cccc(NC(=O)c2ccc(NCCc3ccccc3)c([N+](=O)[O-])c2)c1	0.6	-14%	-16%	i	u	0%	0.1%	-4%	0%
18	CCn1c(CC(C)C)n[nH]c1=S	-2.1	-3%	15%	i	-3%	1%	0.3%	-4%	11%
19	CCOC(=O)C1(Cc2ccc(Cl)cc2)CCN(C(=O)c2ccoc2)CC1	0.3	2%	1%	i	-19%	1%	0.1%	10%	-16%
20	CCc1cccc(NC(=O)C2CCCN2S(=O)(=O)c2ccc3c(c2)CC(C)N3C(C)=O)c1 (stereo not given)	-0.4	3%	-9%	i	-2%	-2%	2.9%	u	-2%
21	Cc1ccc(NC(=O)c2nc[nH]c2C(=O)N[C@H](C)c2ccccc2)cc1	0.2	21%	-6%	i	2%	2%	-2.2%	u	u
22	C=CCNC(=O)CN1CCC(c2nc3cc(C)c(C)cc3[nH]2)CC1	-1.4	4%	6%	i	-1%	1%	0.4%	25%	-3%
23	CC(=O)c1c(C)nc2ccc(C)cc2c1-c1ccccc1	-0.1	1%	-1%	i	-12%	2%	0.0%	-9%	-24%
24	CC(NC(=O)C(=O)N1CCOCC1)C(c1cccs1)N1CCN(c2ccccc2F)CC1 (stereo not given)	-0.7	-6%	3%	i	3%	0%	-0.4%	-21%	-10%
25	O=C(Oc1ccc(/C=N/NC(=O)c2ccccc2O)cc1)c1ccccc1	-1.6	-4%	-11%	i	-3%	1%	0.3%	12%	12%
26	CCOc1ccccc1N(CC)C(=O)Nc1cn(C)c(=O)c2ccccc12	x	x	0%	x	x	x	-0.3%	28%	-3%
27	COc1ccc2nc(SCC(=O)NC3CCCc4ccccc43)[nH]c2c1 (stereo not given)	-1.5	3%	3%	i	0%	-2%	-1.1%[9.22 µM]	-4%	-8%
28	COc1ccc(CC(=O)Nc2cc(-c3nc4cccnc4s3)ccc2C)cc1	x	x	18%	x	x	x	8.0%	u	u
29	CCn1c(C)cc(C(=O)CSc2nnnn2C2CCCC2)c1C	-1.5	-5%	1%	i	5%	0%	-0.3%	u	14%
30	O=CNc1cc(-c2cccc(O)c2)cn2c(-c3ccc(F)cc3)cnc12	-1.1	18%	x	i	6%	x	14%	x	u
31	CC(=O)c1ccc(OCCCC(=O)Nc2ccc(S(=O)(=O)N3CCOCC3)cc2)cc1	1.1	7%	-10%	i	15%	-11%	0.1%	-26%	-11%
32	Cc1ccccc1OCCSc1nnc(-c2ccc([N+](=O)[O-])cc2)o1	x	x	0%	x	x	x	-0.3%	19%	-19%
33	CCC1CCc2c(sc(NC(=O)C3c4ccccc4Oc4ccccc43)c2C#N)C1 (stereo not given)	x	x	0%	x	x	x	0.2%	-1%	0%
34	COC(=O)C(NC(=O)c1ccccc1)=C(C)C	-0.4	2%	-4%	i	11%	-11%	0.1%	2%	34%[activator]
35	CC(=O)Nc1ccc(NC(=O)COC(=O)C2(c3ccc(Cl)cc3)CCCC2)cc1	-1.0	7%	-7%	i	5%	-2%	-0.5%	u	u
36	COc1ccc(CCn2c(-c3ccc(OC)cc3)nc3c(c(=O)c4ccccc4n3C)c2=O)cc1	-2.3	12%	0%	i	7%	-3%	2.7%	4%	6%
37	COCCN(C(=O)c1ccccc1F)c1nc(-c2ccc(OC)cc2)cs1	-2.7	1%	1%	i	-10%	-4%	0.8%	0%	7%
38	CCn1c(SCC(=O)Nc2nc(-c3ccc(C)cc3)cs2)nnc1-c1ccccc1O	-2.8	2%	u	i	-6%	-2%	0.6%	x	u
39	CCOc1ccc(NC(=O)CCNC(=O)c2ccc(Br)cc2)cc1	0.7	4%	3%	i	33%[activator]	-2%	6.9%	u	-8%
40	Cc1nc(SCC(=O)NC(=O)NC(C)C)nc(C)c1C	-0.8	4%	8%	i	-12%	1%	0.4%	-7%	19%
41	CCOCCCNC(=O)Cn1cc2c(n1)-c1c(oc(C(=O)N3CCCC3)c1C)CC2	1.3	-6%	-1%	i	-7%	x	0.1%&0.1%	-22%	u
42	CN1CCC(=NNc2ncnc3sc4c(c23)CCCC4)CC1	-0.7	-4%	0%	i	4%	-2%	3.4%	-7%	-12%
43	COc1ccc(NC(=O)Cn2nnc(C(=O)NCc3ccco3)c2N)cc1	1.5	u	-1%	x	9%	1%	0.2%	9%	-10%
44	O=C(/C=C/c1cccc(Cl)c1Cl)OCC(=O)N1CCOCC1	2.1	-1%	2%	i	10%	-1%	18µM*	-2%	1%
45	O=C(O)c1ccc2c(c1)S(=O)(=O)c1cc(N3CCN(c4cnccn4)CC3)ccc1C2=O	-0.4	6%	x	i	-12%	x	-0.5%	x	9%
46	CCO/C(C)=C1\C(=O)Nc2ccccc21	-1.4	2%	4%	i	-1%	1%	3.5%	x	1%
47	COC(=O)c1cc(-c2ccc(OC)c(OC)c2)n[nH]1	-3.3	5%	-2%	i	12%	0%	2.2%	18%	-1%
48	CCS(=O)(=O)c1ccc(C(=O)NC)c(Cl)c1Cl	0.0	5%	6%	i	8%	0%	-0.6%	-9%	-6%
49	Cc1ccc2[nH]c(CSc3ccccc3)cc(=O)c2c1	-2.2	-5%	-5%	i	3%	-1%	1.8%	-17%	9%
50	Cn1c2ccccc2c2n[nH]c(=O)nc21	-9.8	4%	0%	i	9%	-1%	0.0%	-1%	1%

Next structures.
nr	smiles	CCT chaperon mod	EPAC2 agonist	A549 viability	pAkt inh	EPAC2 antagonist	Mm-Cpn inhibitor	Nrf2 ARE act	Nrf2 block	TGFb SMAD3 inh
51	Cc1nc(NCc2ccccn2)c2c3c(sc2n1)CCCC3	-0.1	11%	3%	i	-4%	0%	3.4%	-9%	-1%
52	Cc1ccc(NC(=O)c2cc3ccccc3oc2=O)cc1S(=O)(=O)N(C)C	-1.8	-9%	1%	i	-6%	2%	-1.8%	u	6%
53	CCOC(=O)C1CCN(S(=O)(=O)Cc2ccccc2)C1=O (stereo not given)	-0.3	3%	-8%	i	-3%	-2%	0.8%	u	0%
54	O=C(Nc1ccc(F)cc1)c1cc2c(s1)CCCC2	0.1	20%	-1%	i	3%	0%	3.9%	u	-15%
55	N#Cc1cc2c([nH]c1=S)CCCCCC2	-0.3	6%	16%	i	1%	-3%	-0.6%	5%	-19%
56	Cc1ccc(S(=O)(=O)N2CCCN(C(=O)OC(C)(C)C)CC2)cc1	-3.3	14%	-12%	i	5%	u	0.2%	-13%	4%
57	Cn1cnnc1SC(C(=O)Nc1cccc(C(F)(F)F)c1)c1ccccc1 (stereo not given)	1.3	-6%	-3%	i	-7%	0%	0.3%	-6%	-4%
